# RGS4 act – RGS4 potentiation or activation. HEK293 M3R/inducible RGS4, carbachol calcium flux Fluo4; stronger effect = lower value. B-score at 10 µM. 310,000 compounds, 0.92% hits. AID 463111;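 active = B-score of the integrated calcium signal more than 4 SD below the library mean, with starting fluorescence not abnormally high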;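 note: negative B-score means reduced calcium response which marks RGS4 activation or potentiation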
#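 System: HEK293 FlpIn-TREx cells, stable M3R, doxycycline-inducible RGS4. Timing: overnight RGS4 induction, 30 min dye load 37 °C, 20 min compound RT. Also added: carbachol, ECmax concentration. Measured by: Fluo4 fluorescence kinetic imaging of calcium. Evaluation: integrated calcium ratio converted to B score.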
# KCNQ1 pot – potentiators or activators of human KCNQ1 potassium channel; B-score at 10 µM; AID 2648; 310,000 compounds, 0.35% hits; CHO-K1 KCNQ1, thallium flux FluxOR fluorescence; stronger effect = higher value; P51787;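 active = fluorescence ratio B-score, a plate-corrected score, at least three library SD, with initial intensity B-score within 5 SD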
#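 Medium – assay buffer, equal DMSO in all wells · Material – CHO-K1 cell line with stable KCNQ1 potassium channel expression · Signal – kinetic FluxOR thallium fluorescence, 10-s 1-Hz baseline, 110-s post-stimulus read · Compound – single concentration per compound, DMSO matched to controls · Schedule – 37 °C overnight plating, 90-min dark dye load, 20-min compound pretreatment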
# KCNK3 block – human KCNK3 channel inhibition, primary screen; 340,000 compounds, 0.84% hits; CHO-KCNK3 thallium flux, FluxOR fluorescence; stronger effect = lower value; B-score at 10 µM; O14649;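 active = B-score under library mean minus 4 SD, starting fluorescence ratio at most library mean plus 5 SD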;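 note: more negative B-score means stronger inhibition of thallium flux through KCNK3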
# Target sequence (O14649 whole entry, looked up): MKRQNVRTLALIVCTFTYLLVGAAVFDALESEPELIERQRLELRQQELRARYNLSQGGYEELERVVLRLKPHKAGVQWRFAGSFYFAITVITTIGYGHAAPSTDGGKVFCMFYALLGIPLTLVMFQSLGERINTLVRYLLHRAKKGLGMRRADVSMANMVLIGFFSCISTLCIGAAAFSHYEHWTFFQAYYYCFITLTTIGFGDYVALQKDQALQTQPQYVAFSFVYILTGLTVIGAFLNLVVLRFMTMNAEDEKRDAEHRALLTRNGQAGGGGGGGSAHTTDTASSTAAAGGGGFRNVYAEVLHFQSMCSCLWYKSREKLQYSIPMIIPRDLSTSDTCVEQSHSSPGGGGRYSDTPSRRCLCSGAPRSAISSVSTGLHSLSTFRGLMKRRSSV
# GSK3beta inhib – blocks human GSK3beta kinase activity; P49841; GST-GSK3beta kinase, ADP-Glo luminescence, 60 min; stronger effect = lower value; activity score (negative = inhibition), % at 10 µM; 300,000 compounds, 0.038% hits; AID 2097;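 active = more than half of replicate wells score below -50%, meaning over 50% inhibition versus plate controls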;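 note: 0% = median DMSO wells and -100% = median GW8510 positive control wells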
#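 Test system: GST-fused GSK3beta enzyme, cell-free | Quantity: 1.6 ng GST-GSK3beta enzyme per well | Reagent: 25 µM ATP with peptide substrate | Schedule: 60 min enzyme reaction, room temperature | Signal: Luminescent ADP-Glo measurement of ADP formed | Read-out basis: Score relative to plate controls | Control set: DMSO and 20 µM GW8510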
# HDAC3 inh – human HDAC3 inhibition; recombinant HDAC3, fluorogenic peptide/trypsin coupled, fluorescence; inhibition, % at 8.3 µM; O15379; 320,000 compounds, 0.15% hits; AID 2718; in the data active = inhibition above about 26%, passing the limit was not always enough
# Target sequence (O15379 whole entry, looked up): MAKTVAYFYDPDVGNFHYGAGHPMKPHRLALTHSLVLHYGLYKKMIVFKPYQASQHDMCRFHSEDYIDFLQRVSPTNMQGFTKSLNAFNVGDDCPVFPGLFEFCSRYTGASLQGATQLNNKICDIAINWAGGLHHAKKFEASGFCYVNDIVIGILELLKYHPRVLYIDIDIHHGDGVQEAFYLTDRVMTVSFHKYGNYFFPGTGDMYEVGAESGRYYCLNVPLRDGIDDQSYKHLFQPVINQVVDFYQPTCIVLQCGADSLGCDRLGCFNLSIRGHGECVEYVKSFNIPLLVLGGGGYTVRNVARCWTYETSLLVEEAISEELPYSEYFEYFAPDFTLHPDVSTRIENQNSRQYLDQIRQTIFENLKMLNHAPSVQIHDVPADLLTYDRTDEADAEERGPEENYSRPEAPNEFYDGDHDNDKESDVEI
# GSK3 alpha inh – inhibitors of human GSK-3 alpha kinase | P49840 | ADP-Glo luminescence, 60 min | inhibition, % at 10 µM | 320,000 compounds, 0.1% hits | AID 2650;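 in the data active = inhibition above about 50%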;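 note: GST-tagged GSK-3 alpha with peptide substrate and 25 µM ATP; 0% = DMSO neutral wells and 100% = GW8510 positive control wells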
# KCNK9 inh – human KCNK9 channel inhibition; HEK293 KCNK9, FluxOR thallium flux fluorescence; stronger effect = lower value; B-score at 10 µM; 310,000 compounds, 1.2% hits;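 active = ratio B-score over 3 SD below the library mean, with starting fluorescence within 5 SD of its mean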;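 note: negative B-score means less thallium flux so channel inhibition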
# KCNQ1 block – human KCNQ1 channel inhibition; P51787; CHO-K1 KCNQ1, FluxOR thallium flux fluorescence; stronger effect = higher value; B-score at 10 µM; 310,000 compounds, 1.3% hits; AID 2642;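 active = compounds whose thallium flux B-score, printed positive for inhibition, exceeds three library SD while starting fluorescence stays within three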;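 note: channel opened by potassium depolarization with thallium stimulus after 20 min compound exposure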
# PolyA inhibitor – blocks polyadenylation in yeast reporter cells; 300,000 compounds, 0.02% hits; calls only at 12 µM; S. cerevisiae SKY197-pL101 polyadenylation reporter, beta-gal luminescence; efflux-impaired pdr1/pdr3 knockout yeast; score 100 = 6 SD above DMSO;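 active = lowest replicate activity score at least 50, where 100 means six control SD above control mean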;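 note: yeast exposed to compound for 9 h at 30 °C; higher score means more reporter readthrough which indicates perturbed polyadenylation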
# DYRK1A inh – inhibitors of rat Dyrk1A kinase; 310,000 compounds, 0.43% hits; Q63470; ADP-Glo luminescence, NFATc1 peptide; inhibition, % at 12.5 µM; in the data active = inhibition above about 50%;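 note: plate controls were vehicle with enzyme for no effect and no enzyme for full effect; many of its hits are not listed in these tables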
# hERG protect – shields human hERG channel from block by proarrhythmic agents; Q12809; CHO-hERG, FluxOR thallium flux, dofetilide IC70 present; activation (rescue from dofetilide block), less the hit threshold, % at 10 µM; 310,000 compounds, 0.51% hits;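 active = activation above the mean of controls blocked by dofetilide plus 5 SD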;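 note: thallium influx through hERG after potassium depolarization seen as dye fluorescence rise; in these data hits start at about 4.7%; inactives centre near -7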
# * marks the source's active call; other numbers are inactive results; i = inactive; x = not tested or not shown; & = joins results of further samples. A portion of the library; rates above refer to the full screens.
no.	Structure	RGS4 act	KCNQ1 pot	KCNK3 block	GSK3beta inhib	HDAC3 inh	GSK3 alpha inh	KCNK9 inh	KCNQ1 block	PolyA inhibitor	DYRK1A inh	hERG protect
1	CC(C)C(=O)Nc1ccc(-c2csc(-c3ccccc3)n2)cc1	i	i	i	1	-2	-4	i	i	i	-3	-6
2	CC(C)C(NC(=O)c1ccc(C(C)(C)C)cc1)C(=O)NCCc1ccccn1 (stereo unspecified)	i	i	i	2	x	x	i	i	i	-6	-2
3	Cc1nn(-c2ccccc2)c2c1C(=O)N(c1ccccc1)C(=O)C(C)(C)C2	i	i	i	1	x	x	i	i	i	4	-8
4	CCc1ccc(C2(O)CC(C(F)(F)F)=NN2C(=O)Cc2ccc([N+](=O)[O-])cc2)cc1 (stereo unspecified)	i	i	i	1	-4	-2	i	i	i	6	2
5	CC(NC(N)=O)C(=O)OCC(=O)c1ccc(-c2ccccc2)cc1 (stereo unspecified)	i	i	i	2	4	1	i	i	i	2	-8
6	COc1ccc(CN2C(=O)c3cccc4cccc2c34)cc1F	i	i	-9.3*	1	-3	-2	i	i	i	3	-9
7	COc1ccccc1/C=C/C(=O)NCC(=O)N/N=C/c1cccnc1	i	i	i	0	7	-2	i	i	i	-35	-3
8	CC(=O)c1cccc(CN2CCN(Cc3ccccc3)C(CCO)C2)c1 (stereo unspecified)	i	i	i	-2	x	x	i	i	i	1	-13
9	O=C(O)CC/C(=N\NC(=O)c1ccncc1)c1ccccc1	i	i	i	1	-1	-2	i	i	i	4	-1
10	COc1cccc(NC(=O)N2CCCC2C(=O)NC2CC2)c1 (stereo unspecified)	i	i	i	-4	2	1	i	i	i	8	-8
11	CCOC(=O)c1ccc(Oc2ccc(C(F)(F)F)cn2)cc1	i	i	i	0	-1	-2	i	i	i	-5	-4
12	CCCc1nc(SCC(=O)NCC2CCCO2)c2c(=O)n(C)c(=O)n(C)c2n1 (stereo unspecified)	i	i	i	-1	-5	1	i	i	i	-1	-4
13	CCS(=O)(=O)c1nc(S(=O)(=O)c2ccc(Cl)cc2)c(NCc2ccccn2)s1	i	i	i	1	-8	-1	i	i	i	3	0
14	O=C(Cn1nc(Cc2cccnc2)c2ccccc2c1=O)Nc1cccnc1Cl	i	i	i	1	-2	x	i	i	i	5	-10
15	CCN(CC)C(=O)CSc1nc(O)c(Cc2ccc(OC)cc2)c(=O)[nH]1	i	i	i	-1	-3	-2	i	i	i	1	-10
16	NNc1ccc2nncn2n1	i	i	i	-1	0	1	i	i	i	3	-6
17	O=C(CSc1ncn[nH]1)Nc1ccccc1Sc1ccccc1	i	i	i	-3	3	0	i	i	i	0	-14
18	CCOc1ccc(CC(=O)Nc2nccs2)cc1	i	i	i	1	-10	1	i	i	i	-4	-13
19	O=C(N/N=C/c1cccs1)c1n[nH]c2c1CCC2	i	i	i	5	x	-1	i	i	i	49	-3
20	CCc1ccccc1NC(=O)CSc1ncn[nH]1	i	i	i	1	3	-4	i	i	i	12	-12
21	Cc1ccc2nc(SCC(=O)NCc3ccc4c(c3)OCO4)nc(=O)n2c1	i	i	i	-4	5	-3	i	i	i	7	-6
22	COc1ccc(C(C(N)=O)c2ncc(C(F)(F)F)cc2Cl)cc1 (stereo unspecified)	i	i	i	-2	-5	x	i	i	i	-2	0
23	Oc1[nH]c2ccccc2c1N=Nc1ccccc1	i	i	i	-3	7	3	i	i	i	3	-7
24	Cc1ccc(S(=O)(=O)NNC(=O)c2cnn(-c3ccccc3)c2-n2cccc2)cc1	i	i	i	0	2	1	i	i	i	2	-12
25	COc1ccc(NC2=NC(=S)N(c3ccccc3C)C23CCCCC3)cc1	i	i	i	3	6	-1	i	i	i	-5	-8
26	CCNC(=O)CC1C(=O)N(c2ccc(C)cc2)C(=O)N1CCOC (stereo unspecified)	i	i	i	0	-6	-2	i	i	i	-4	0
27	CCC1Oc2ccc(C)cc2N(CC(=O)N(Cc2cccnc2)Cc2ccc(C)o2)C1=O (stereo unspecified)	i	i	i	0	-5	-1	i	i	i	2	-22
28	Nc1nc2nc(-c3ccc(OCc4ccccc4)cc3)cc(C(F)(F)F)n2n1	i	i	i	-2	-5	1	i	i	i	-1	-10
29	CC1(C)CC(=O)C=C(NCCN2CCNCC2)C1	i	i	x	-2	5	-3	i	i	i	x	-7
30	COc1ccc(C2N=C(c3ccccc3)C(C)(C)N2O)cc1OC (stereo unspecified)	i	i	i	-2	-2	2	i	i	i	5	-11
31	CNc1oc(-c2ccc(Cl)cc2)nc1P(=O)(c1ccccc1)c1ccccc1	i	i	i	3	11	-3	i	i	i	6	-18
32	Cc1ccc(S(=O)(=O)Nc2ccc3c(c2)nc(CCN2CCCC2)n3C)cc1	i	i	i	0	1	-2	i	i	i	-4	-6
33	O=C(c1cccc2cccc(O)c12)N1CCCCC1	i	i	i	2	4	-5	i	i	i	-8	-10
34	COc1ccc(C(=O)NCC(=O)O)cc1	i	i	i	-2	2	-3	i	i	i	-1	-10
35	O=C(CS(=O)(=O)Cc1ccccc1)NCCc1ccc(F)cc1	i	i	i	2	-2	-1	i	i	i	-5	-5
36	COC(=O)C1=C(C(=O)OC)[C@@H]2N(Cc3ccccc3)c3ccccc3[C@@]23C[C@@H](C(=O)OC)N(C(=O)NC(C)(C)C)C3=N1	i	i	i	-3	6	-2	i	i	i	x	-3
37	Cc1cnn(-c2nc(-c3ccccc3)cc(-c3ccccc3)n2)c1	i	i	i	4	x	x	i	i	i	-2	-9
38	COCCN(C(=O)COC(=O)Cc1c[nH]c2ccccc12)c1c(N)n(Cc2ccccc2)c(=O)[nH]c1=O	i	i	i	-2	-2	1	i	i	i	-4	-15
39	Cc1csc2ncc(C(=O)Nc3ccon3)c(=O)n12	i	i	i	-3	-7	2	i	i	i	2	-2
40	O=Cc1cn(-c2ccccc2)nc1-c1cc2cc(O)ccc2oc1=O	i	i	i	0	-2	3	i	i	i	0	-11
41	COc1ccccc1Nc1nc(N2CCOCC2)nc(N2CCOCC2)n1	i	i	i	-1&-3	8&0	-1&0	i	i	i	4&-1	-13&-5
42	CCN(CC)S(=O)(=O)c1cccc(C(=O)NCCCn2ccnc2)c1	i	i	i	-2	-3	-3	i	i	i	1	-10
43	Cc1nc(Cl)sc1C(=O)Nc1ccc(C(C)(C)C)cc1	i	i	i	0	6	0	i	i	i	12	-16
44	Cc1cc(C)c2oc(C(=O)NCc3ccccc3)cc(=O)c2c1	i	i	i	2	-1	1	i	i	i	2	-1
45	Cc1cc(C)c(NC(=O)NC(=O)c2cccc(F)c2)c(C)n1	i	i	i	0	-1	x	i	i	i	20	-8
46	COC1=CC(=O)OC12CCCCC2	i	i	i	-5	-2	-31	i	i	i	-7	-15
47	COc1ccc(NC(=O)CSc2nnc(-c3cccnc3)n2Cc2ccco2)c(OC)c1	i	i	i	-2	x	x	i	i	i	6	-4
48	Cc1ccc(SCC(=O)OCC(=O)NCCCc2ccccc2)cc1	i	i	i	3	-5	-3	i	i	i	-3	-18
49	CN(Cc1ccccc1F)c1ccc(S(=O)(=O)N2CCCC2)cn1	i	i	i	3	-4	-2	i	i	i	2	-1
50	O=C(/C=C/c1cc2c(cc1Br)OCO2)NCc1ccc(Cl)cc1	i	i	i	-10	-4	-4	i	i	i	4	-9

# New compounds follow.
no.	Structure	RGS4 act	KCNQ1 pot	KCNK3 block	GSK3beta inhib	HDAC3 inh	GSK3 alpha inh	KCNK9 inh	KCNQ1 block	PolyA inhibitor	DYRK1A inh	hERG protect
51	COc1ccc(C(C(=O)NC2CCCC2)N(C(=O)c2ccco2)c2ccc3c(c2)OCO3)cc1OC (stereo unspecified)	i	i	i	-4	-5	-2	i	i	i	-2	-7
52	O=C(CSc1nnc(-c2ccco2)n1CC1CCCO1)c1ccc(F)cc1 (stereo unspecified)	i	i	i	x	1	1	i	i	i	0	-9
53	Cc1cc(C)cc(NC(=O)CS(=O)(=O)c2cccc3nsnc23)c1	i	i	i	4	0	0	i	i	i	-3	-3
54	C=C(C)CN1C(=O)c2ccccc2C1=O	i	i	i	0	3	0	i	i	i	-1	-5
55	Cc1ccc(Cl)cc1NC(=O)COC(=O)C1CCCC1	i	i	i	2	-10	-1	i	i	i	0	-7
56	CSCC[C@H](N)C(=O)N1CCC(C(=O)N[C@H](C)C(=O)NC(C)c2ccccc2)CC1 (stereo partly specified)	i	i	i	-9	4	0	i	i	i	2	-3
57	CCn1c(SCC(=O)Nc2nc(C)c(C)s2)nnc1-c1cccs1	i	i	i	1	0	-3	i	i	i	0	-5
58	O=C(Cn1cccc1C(=O)c1ccccc1)NCCCN1CCOCC1	i	i	i	3	8	4	i	i	i	-4	-1
59	COc1ccc(C(=O)NCc2nnc(SCC(=O)c3ccc(F)cc3)n2C)cc1OC	i	i	i	4	-1	-1	i	i	i	2	-11
60	COc1cc(C(=O)OCC(=O)NCc2ccc(F)cc2)cc(NC(=O)c2cccs2)c1OC	i	i	i	1	-7	6	i	i	i	2	-6
61	CN(CC(=O)Nn1cnnc1)S(=O)(=O)c1ccccc1	i	i	i	-1	-1	-2	i	i	i	-1	-5
62	CCOC(=O)c1cn(-c2ccccc2)nc1-c1ccncc1	i	i	i	-2	2	-4	i	i	x	3	-12
63	Cc1c(NC(=O)C(C)OC(=O)c2ccc(NC(=O)CC#N)cc2)c(=O)n(-c2ccccc2)n1C (stereo unspecified)	i	i	i	0	4	0	i	i	i	-11	-13
64	O=C(NC(=S)Nc1ccc(N2CCOCC2)cc1)c1cccc([N+](=O)[O-])c1	i	i	i	-2	x	-3	i	i	i	2	-5
65	COc1ccc(OC)c(CNC(=O)Cc2c(C(=O)O)[nH]c3ccc(Cl)cc23)c1	i	i	i	3	0	-1	i	i	i	2	-10
66	CCN(Cc1ccccc1)S(=O)(=O)c1ccc(C(=O)N(CCCN(C)C)c2nc3ccc(F)cc3s2)cc1	i	i	i	-4	4	1	i	i	i	-8	-26
67	CN1CCN(C(=O)C2=C[C@@H](c3ccc(C(F)(F)F)cc3)C[C@@H](OCCCCO)O2)CC1	i	i	i	2	3	-3	i	i	i	5	-7

# Source: PubChem BioAssay
